# HTT aggregate = qHTS Multiplex Assay to Identify Dual Action Probes in a Cell Model of Huntington: Aggregate Formation (GFP); PC12 HttQ103-GFP aggregates, Acumen cytometry, 40 h; AID 1688, 2009; Potency, µM (top dose mostly 46.1 µM), without a hit: at the top dose activity change, negative = inhibition, hits mostly inhibitors; hit rate 1.1% among 220,000; further: potency means the concentration at half of the fitted maximal effect; on the % scale 0 is the no-effect control and ±100 the full control effect; nearly all actives have a fitted effect of over 60% in size
#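 PC12 cells with ecdysone-inducible HTT exon1 Q103-GFP, induced by 100 nM tebufenozide, given compounds in a concentration series. GFP aggregates (1–25 um, 6 SD above background) counted in lysates by laser-scanning cytometry, 488 nm excitation.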
# Lamin A splicing = qHTS Assay for Modulators of Lamin A Splicing | Potency, µM (titrated, usually from 46.1 µM), for the others: at the top dose ratio change, negative = inhibition, most hits filed as inhibitors | hit rate 0.01% among 200,000 | AID 1487, 2009 | HeLa LMNA splicing GFP/RFP minigene ratio, 48 h; active means well fitted inhibition curve with a large enough effect in the signal ratio, with a control signal flat, not every such curve was filed as active; inconclusive means small, poorly fitted or top-dose-only effect, or effect the other way, or a change in a side signal; the % refers to the signal ratio; further: potency means the concentration at half of the fitted maximal effect; on the % scale 0 is the no-effect control and ±100 the full control effect
#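 Read-out is the ratio of GFP to DsRed2 object intensity, acquired by 488 nm laser-scanning cytometry on HeLa lamin A-EGFP minigene reporter cells. Compound incubation 48 hrs at 37 °C in Opti-MEM with 2% FBS; DMSO 0.5% final.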
# CBFb RUNX1 block = qHTS Assay for Compounds Blocking the Interaction Between CBF-beta and RUNX1 for the Treatment of Acute Myeloid Leukemia. Runt-related transcription factor 1 (Homo sapiens) + Core-binding factor subunit beta …. AlphaScreen CBFb-His/RUNX1-biotin binding, biochemical. Potency, µM (highest dose often 59.8 µM), inactives show at the highest dose activity, negative = inhibition, most hits filed as inhibitors. 230,000 tested, under 10 active. AID 1477, 2009; further: % of control where 0% means no effect
# Target sequence (Q01196 whole entry, looked up): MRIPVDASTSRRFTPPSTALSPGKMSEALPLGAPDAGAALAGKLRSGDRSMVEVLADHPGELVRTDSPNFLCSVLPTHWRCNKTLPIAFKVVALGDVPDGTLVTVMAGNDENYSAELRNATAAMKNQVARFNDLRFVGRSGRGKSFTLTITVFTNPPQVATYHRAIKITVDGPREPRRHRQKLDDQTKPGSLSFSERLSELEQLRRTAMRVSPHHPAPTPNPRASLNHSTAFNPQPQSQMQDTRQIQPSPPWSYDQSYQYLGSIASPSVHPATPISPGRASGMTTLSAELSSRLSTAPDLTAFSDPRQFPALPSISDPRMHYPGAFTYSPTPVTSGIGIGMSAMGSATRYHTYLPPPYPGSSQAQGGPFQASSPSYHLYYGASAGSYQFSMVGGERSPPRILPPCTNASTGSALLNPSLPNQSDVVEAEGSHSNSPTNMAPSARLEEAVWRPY
# Target sequence (Q13951 whole entry, looked up): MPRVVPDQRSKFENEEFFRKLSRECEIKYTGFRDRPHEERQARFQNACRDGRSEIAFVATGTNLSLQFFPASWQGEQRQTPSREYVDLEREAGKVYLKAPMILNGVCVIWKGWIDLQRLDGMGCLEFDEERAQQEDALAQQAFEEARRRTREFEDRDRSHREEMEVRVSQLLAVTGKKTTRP
#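 Read-out: AlphaScreen. Format: His-CBF-beta with biotinylated RUNX1 (30 nM each) preincubated 20 min, compound 15 min, Ni-chelate plus streptavidin beads 90 min; room temperature throughout.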
# Epigenetic derep = Quantitative High-Throughput Screen for Regulators of Epigenetic Control; Potency, µM (doses to about 53.9 µM), for inactives: top-dose GFP activation, most hits filed as activators; murine LDR cells, GFP reporter derepression, 30 h; hit rate 0.2% among 280,000; further: potency means the concentration at half of the fitted maximal effect; % of control where 0% means no effect; nearly all actives have a fitted effect of over 60% in size
#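 Readout is the number of GFP-expressing murine LDR cells, counted by cytometry following washing. Cells were treated with compound for 30 h at 37 C; the stably integrated CMV-GFP locus is normally silent.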
# NPSR antag = qHTS Assay for Antagonists of the Neuropeptide S Receptor: cAMP Signal Transduction; CHO-NPSR cells, cAMP TR-FRET, antagonist mode; Potency, µM (series often up to 38.3 µM), for the others: top-dose activity change, negative = inhibition, actives largely listed as inhibitors; hit rate 1% among 220,000; further: potency means the concentration at half of the fitted maximal effect; on the % scale 0 is the no-effect control and ±100 the full control effect; nearly all actives have a fitted effect of over 50% in size; many of its hits are not listed in these tables
# Target sequence (Q6W5P4 whole entry, looked up): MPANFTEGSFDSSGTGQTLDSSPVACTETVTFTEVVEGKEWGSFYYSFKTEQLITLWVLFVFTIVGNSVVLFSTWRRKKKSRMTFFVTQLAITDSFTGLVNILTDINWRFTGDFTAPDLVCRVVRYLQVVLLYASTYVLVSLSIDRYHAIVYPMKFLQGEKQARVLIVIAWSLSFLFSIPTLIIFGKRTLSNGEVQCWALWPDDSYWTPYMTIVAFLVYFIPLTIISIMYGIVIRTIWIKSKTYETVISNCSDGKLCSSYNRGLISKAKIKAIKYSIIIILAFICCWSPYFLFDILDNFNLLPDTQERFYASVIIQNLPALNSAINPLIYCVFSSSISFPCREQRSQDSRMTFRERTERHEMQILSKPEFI
# IMPase Li inh = qHTS Assay for Identifying the Cell-Membrane Permeable IMPase Inhibitors: Potentiation with Lithium | CHO-M1 cells, IP1 TR-FRET (IP-One), carbachol + lithium | Potency, µM (series often up to 59.4 µM), for the others: top-dose activity, negative = IMPase inhibition, hits mostly inhibitors | hit rate 0.35% among 210,000;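 further: IP1 builds up when IMPase is blocked and the TR-FRET signal falls; potency means the concentration at half of the fitted maximal effect; plate controls were basal vehicle for no effect and high inhibitor control for full effect; nearly all actives have a fitted effect of over 50% in size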
#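 CHO cells stably expressing M1 receptor (2000/well, cultured 16–30 h) treated 30 min at 37C with compound plus low lithium. Cytosolic IP1 by TR-FRET (665/620 ratio and 620 channel) after 10 min lysis; AC50 by Hill fit.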
# KinaseGlo FLuc = Counterscreen for Luciferase (Kinase-Glo TM) Inhibition; Luciferin 4-monooxygenase (Photuris pensylvanica), Q27757; Kinase-Glo luciferase, ATP luminescence, 8 min; Potency, µM (titrated, usually from 38.3 µM), without a hit: at the top dose activity change, negative = inhibition, actives largely listed as inhibitors; hit rate 0.28% among 200,000; further: potency means the concentration at half of the fitted maximal effect; on the % scale 0 is the no-effect control and ±100 the full control effect; nearly all actives have a fitted effect of over 60% in size
#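 Compounds were added to a substrate mix at pH 7.2 (50 mM imidazole, 10 uM ATP, within the enzyme's linear range), followed by Kinase-Glo detection reagent; luminescence was measured after 8 minutes at ambient temperature.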
# Starred values were filed as active, the others as inactive; ? = inconclusive; . = no result given; [ ] = dose if it differs, or a comment. Unless noted, the call rests on the fitted dose curve; in most records, active means well fitted curve in the direction sought with a large enough effect; inconclusive means small, poorly fitted or top-dose-only effect, or another doubt; inactive means no such curve, though single readings can be large; an effect the other way counts as inactive or inconclusive.
SMILES,HTT aggregate,Lamin A splicing,CBFb RUNX1 block,Epigenetic derep,NPSR antag,IMPase Li inh,KinaseGlo FLuc
CCOC(=O)CC(=O)CSc1nc(N)c(C#N)c(-c2ccc(Cl)cc2)c1C#N,-7.1%,9.9%,-2.0%,-6.9%,-25.0%[46.1 µM],.,.
O=C(COc1cccc2ccccc12)NNC(=O)c1cccs1,11.8%,19.9%,2.2%,0.0%,-2.7%[46.1 µM],29.4%[38.3 µM],-4.8%
COc1ccc(N2CCN(C(=O)c3c(-c4ccccc4)noc3C)CC2)cc1,-5.9%,?,-6.0%,3.0%,-9.3%[46.1 µM],3.5%,-1.1%
Cc1ccc(-n2nnnc2SCn2nnc3ccccc3c2=O)cc1,-13.3%,?,0.7%,-3.6%,-4.4%[46.1 µM],3.6%[38.3 µM],-8.0%
CSc1nc2c(cc1C#N)CCCCC2,-21.3%,-8.4%,13.2%,-0.9%,7.1%,21.0%,-1.6%
O=C(COC(=O)CNC(=O)C12CC3CC(CC(C3)C1)C2)NC1CCS(=O)(=O)C1 (configuration not stated),25.6%,4.0%,20.4%,3.9%,19.2%,-1.5%,12.2%
Cc1ccccc1OCCCCc1c(C)n[nH]c1C,?,?,3.9%,1.9%,5.6%[46.1 µM],13.2%[38.3 µM],-2.2%
Cc1ccc(NC(=O)COC(=O)c2ccc([N+](=O)[O-])o2)cc1S(=O)(=O)N1CCCCCC1,5.0%,12.5%[46 µM],-0.8%,0.0%,2.7%,5.6%,-2.6%
O=C(c1cccs1)N1CCN(CCCc2ccccc2)CC1,4.6%[9.22 µM],-16.6%,-1.8%,-0.2%,-1.0%[46.1 µM],28.3%[38.3 µM],1.2%
Nc1nnc(SC2CCCC2)s1,7.5%,-3.4%,1.9%,-1.0%,6.1%,-7.5%,9.5%
CC1(C)C2CCC1(C)C(NC(=O)/C=C/c1ccccc1)C2 (configuration not stated),?,.,7.0%,6.1%,?,8.6%,0.1%
CC(C)(CO)NC(=O)C12CC3CC(CC(Br)(C3)C1)C2,-11.2%[9.22 µM],.,5.1%,1.3%,48.2%,.,.
CC1(C)CC(=O)C(C=NCCN2CCN(C(=O)CC3CCCC3)CC2)=C(O)C1,-0.7%,5.4%,6.8%,4.2%,-9.5%[46.1 µM],-19.3%[38.3 µM],-0.3%
COc1ccc(-c2noc(CCCC(=O)N3CCOCC3)n2)cc1,-21.3%,.,24.2%,-1.3%,7.6%,-18.8%,0.7%
O=C(O/N=C1\CCCc2ccccc21)c1cccc(Cl)c1,-15.7%,-3.7%,14.7%,0.0%,-6.3%[46.1 µM],10.4%[38.3 µM],-10.0%
CC1CCN(C(=O)CSc2nnc(CNC(=O)c3ccco3)o2)CC1,4.2%,13.0%,5.0%,-0.7%,-3.2%[46.1 µM],-5.6%[38.3 µM],-2.4%
N#CCCn1nc(-c2ccc(Br)cc2)cc1Nc1ccccc1NC(=O)C(F)(F)F,-9.8%,?,-2.8%,0.0%,-16.5%,10.6%,0.2%
COc1ccc(S(=O)(=O)N2CCCN(CC(=O)Nc3ccc(OC)c(Cl)c3)CC2)cc1,-5.3%,-11.5%,2.6%,-0.9%,?,19.9%[38.3 µM],-0.7%
Cc1occc1C(=O)Nc1ccc(S(=O)(=O)N2CCN(C)CC2)cc1,5.7%,-9.8%,-4.1%,0.0%,13.2%[46.1 µM],16.2%[38.3 µM],1.5%
Cc1cccc(NC(=O)C2CCCN2C(=O)OCC(C)C)c1 (configuration not stated),-6.1%,3.1%,4.2%,0.0%,26.9%[46.1 µM],2.2%[38.3 µM],-1.8%
Cc1ccc(S(=O)(=O)N2CCOCC2)cc1C(=O)N1C(=O)c2cccc(N)c2C1=O,-7.5%,?,9.2%,4.1%,-10.9%[46.1 µM],-4.9%[38.3 µM],-2.0%
Cc1c(C(=O)OCC(C)C)[nH]c2c1C(=O)CC(c1ccco1)C2 (configuration not stated),?,?,?,5.9%,-3.4%,15.1%,1.2%
Cc1cccc(NS(=O)(=O)c2ccc(Br)s2)n1,14.1%,-4.2%,8.9%,0.0%,-5.5%[46.1 µM],11.4%[38.3 µM],-3.5%
C/C=C/C/C=C/CCC(=O)[C@H]1O[C@H]1C(N)=O,.,.,29.6%,6.3%,.,-0.4%,.
COC(=O)C1=C(C)N(c2ccc(C(=O)OC)cc2)C(=O)C1,-4.2%,-8.0%,2.4%,1.1%,-0.7%[46.1 µM],14.5%[38.3 µM],0.5%

# Exported with tabs: entries from further up
smiles	HTT aggregate	Lamin A splicing	CBFb RUNX1 block	Epigenetic derep	NPSR antag	IMPase Li inh	KinaseGlo FLuc
CC1(C)C2CCC1(C)C(NC(=O)/C=C/c1ccccc1)C2 (configuration not stated)	?	.	7.0%	6.1%	?	8.6%	0.1%
CC(C)(CO)NC(=O)C12CC3CC(CC(Br)(C3)C1)C2	-11.2%[9.22 µM]	.	5.1%	1.3%	48.2%	.	.

# The main list resumes, repeating the 5 entries before the break.
SMILES,HTT aggregate,Lamin A splicing,CBFb RUNX1 block,Epigenetic derep,NPSR antag,IMPase Li inh,KinaseGlo FLuc
Cc1ccc(S(=O)(=O)N2CCOCC2)cc1C(=O)N1C(=O)c2cccc(N)c2C1=O,-7.5%,?,9.2%,4.1%,-10.9%[46.1 µM],-4.9%[38.3 µM],-2.0%
Cc1c(C(=O)OCC(C)C)[nH]c2c1C(=O)CC(c1ccco1)C2 (configuration not stated),?,?,?,5.9%,-3.4%,15.1%,1.2%
Cc1cccc(NS(=O)(=O)c2ccc(Br)s2)n1,14.1%,-4.2%,8.9%,0.0%,-5.5%[46.1 µM],11.4%[38.3 µM],-3.5%
C/C=C/C/C=C/CCC(=O)[C@H]1O[C@H]1C(N)=O,.,.,29.6%,6.3%,.,-0.4%,.
COC(=O)C1=C(C)N(c2ccc(C(=O)OC)cc2)C(=O)C1,-4.2%,-8.0%,2.4%,1.1%,-0.7%[46.1 µM],14.5%[38.3 µM],0.5%
O=C(NCCCc1ccccc1)c1ccc(Br)o1,4.8%,6.2%,1.0%,0.0%,-4.7%[46.1 µM],8.3%[38.3 µM],-5.9%
C=CCn1c(Cc2cccs2)nnc1SCC(=O)c1ccc2ccccc2c1,0.7%,-4.8%,-6.2%,0.0%,-10.5%[46.1 µM],15.2%[38.3 µM],-1.7%
COc1cccc(C(=O)NNC2OC(CO)C(O)C2O)c1 (configuration not stated),5.9%,2.2%[46 µM],-11.0%,-7.9%,9.0%,-6.0%,-0.4%
O=c1cc(C(F)(F)F)nc(-n2[nH]c3c(c2=O)CCCC3)[nH]1,?,-10.6%,0.1%,-0.6%,-13.7%[46.1 µM],21.3%[38.3 µM],-15.4%
Cc1c(/C=N/N2C(=O)C3C4C=CC(C4)C3C2=O)c2ccccc2n1C (configuration not stated),-3.9%,-8.5%,3.6%,-3.2%,19.0%,0.4%,-1.4%
C/C(=N\N1CCN(c2ccc(Cl)cc2)CC1)c1ccco1,?,-5.4%,-8.5%,1.0%,-0.9%,7.5%,1.1%
COCCNC(=O)COc1ccc(OCCNC[C@@H](O)COc2ccccc2)cc1,.,.,-3.3%[21.7 µM],2.1%,.,11.8%,3.3%
COc1ccc(-n2c(C)cc(C(=O)CN3C(=O)NC4(CCCc5sccc54)C3=O)c2C)cc1 (configuration not stated),?,?,6.2%,9.0%,-19.4%,11.0%,-5.6%
Cc1cc(NCCCN2CCOCC2)n2nc(C)c(-c3ccc(F)cc3)c2n1,-14.2%,1.4%,1.4%,-2.2%,-10.5%[46.1 µM],2.1%[38.3 µM],-1.7%
O=C(CN1C(=O)C2CCCCN2C(=O)c2ccccc21)Nc1ccc(F)cc1 (configuration not stated),-5.3%,-1.4%[46 µM],-2.9%,1.3%,5.5%,-2.6%,10.6%
O=C(/C=C/c1ccccc1)NNC(=O)c1cccs1,10.8%[9.22 µM],.,7.6%,-5.6%,-4.7%,-9.7%,-0.5%
OC(c1ccccc1)C1CN(Cc2ccccc2)CCC1(O)c1ccccc1 (configuration not stated),1.5%,-3.3%,2.8%,-1.0%,-1.2%[46.1 µM],23.1%[38.3 µM],-3.1%
OC(CNCc1ccccc1F)(c1ccc(F)cc1)c1ccc(F)cc1,-8.4%[9.22 µM],.,-3.8%,1.1%[10.1 µM],?,18.7%,-0.7%
Cc1noc(C)c1C(=O)N1CCc2ccccc2C1,11.9%,8.3%,4.0%,-0.8%,-0.6%[46.1 µM],0.1%[38.3 µM],6.3%
O=C(O)CSc1nnc(Cc2cccc3ccccc23)n1-c1cc(C(F)(F)F)cc(C(F)(F)F)c1,0.0%[9.22 µM],.,0.5%,-0.4%,1.7%[7.67 µM],.,.
Cc1ccc(C2(c3noc(CN(C)Cc4ccccn4)n3)CCCC2)cc1,-18.5%,.,1.7%,-7.2%,25.3%,.,.
Cc1ccc(S(=O)(=O)Oc2ccc(C(c3c(C)[nH][nH]c3=O)c3c(C)[nH][nH]c3=O)cc2)cc1,?,0.2%,13.5%,-0.7%,-1.1%[46.1 µM],12.3%[38.3 µM],1.0%
CC(C)c1nnc(NC(=O)CCC(=O)NCc2ccc3c(c2)OCO3)s1,7.4%,-0.4%,5.0%,0.0%,-10.1%[46.1 µM],-8.7%[38.3 µM],2.7%
Cc1ccc(-c2cc(C(=O)N/N=C/c3ccco3)[nH]n2)cc1,-2.7%,-10.6%,5.9%,0.0%,-19.1%[46.1 µM],15.0%[38.3 µM],-3.3%
COc1ccccc1NC(=O)c1csc2c1CCC(C)C2 (configuration not stated),-12.0%[9.22 µM],.,-2.7%,-1.1%,-0.4%,-1.2%,-8.5%
CCCC1(C(=O)OCC)NC(c2ccc(O)cc2)C2C(=O)N(c3ccc4c(c3)OCCO4)C(=O)C21 (configuration not stated),-7.2%,-4.3%,1.5%,0.0%,-16.8%[46.1 µM],31.3%[38.3 µM],-0.3%

# The list is partial, so the mix of outcomes need not match the whole.
